# From PubChem BioAssay
# ERa coact inh: ER-alpha (human) coactivator binding inhibition; inhibition, % at 25.6 µM; P03372; 86,000 tested, 1.7% active; TR-FRET ER-alpha LBD / SRC-1 peptide, estradiol-bound; in the data active = inhibition above about 50%;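 also: 0% = receptor plus peptide control and 100% = peptide only without receptor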
# Mac1 fbg enh: enhancers of human CD11b/CD18 binding to fibrinogen; K562 CD11b/CD18 adhesion to fibrinogen, ATPlite luminescence; activation, % at 10 µM; 93,000 tested, 0.07% active; AID 1499;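 active = 10 µM primary screen giving 50% or more activity, confirmed by 40% or more on retest at that dose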; also: strong numbers were not always called active
# Target sequence (P05107 whole entry, looked up, other chains not shown): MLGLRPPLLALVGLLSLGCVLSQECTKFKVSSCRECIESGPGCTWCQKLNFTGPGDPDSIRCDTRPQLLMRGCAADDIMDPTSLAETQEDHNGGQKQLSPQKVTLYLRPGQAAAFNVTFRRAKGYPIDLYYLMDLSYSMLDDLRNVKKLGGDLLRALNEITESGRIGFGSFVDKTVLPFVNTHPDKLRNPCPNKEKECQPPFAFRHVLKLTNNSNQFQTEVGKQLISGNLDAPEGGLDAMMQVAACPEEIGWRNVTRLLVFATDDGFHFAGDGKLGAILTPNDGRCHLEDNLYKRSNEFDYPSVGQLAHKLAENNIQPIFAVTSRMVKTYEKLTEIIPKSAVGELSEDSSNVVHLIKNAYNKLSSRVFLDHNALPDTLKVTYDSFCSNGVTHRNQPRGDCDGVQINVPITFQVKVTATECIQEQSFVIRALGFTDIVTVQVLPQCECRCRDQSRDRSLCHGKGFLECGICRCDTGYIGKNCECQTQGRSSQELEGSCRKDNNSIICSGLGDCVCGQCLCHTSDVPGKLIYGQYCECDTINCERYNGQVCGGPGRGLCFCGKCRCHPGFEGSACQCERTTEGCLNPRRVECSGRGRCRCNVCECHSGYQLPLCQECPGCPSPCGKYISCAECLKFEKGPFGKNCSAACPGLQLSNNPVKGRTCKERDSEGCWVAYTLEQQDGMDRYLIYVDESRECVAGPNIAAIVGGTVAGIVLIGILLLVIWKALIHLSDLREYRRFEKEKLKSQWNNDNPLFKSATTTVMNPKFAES
# FAK blocker: FAK (human) kinase inhibition. Q05397. biochemical FAK kinase activity assay. inhibition, %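 (tested at 7 µM)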. 97,000 tested, 0.84% active. AID 727; in the data active = inhibition above about 19%;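 also: 0% = DMSO and 100% = reference compound high control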
# Rev-RRE block: inhibitors of HIV-1 Rev-RRE RNA interaction; P05866; Rev peptide-RRE RNA binding, FRET; inhibition, % at 8 µM; 97,000 tested, 0.79% active; AID 704;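 active = inhibition above the screen-wide mean plus 3 SD, cut at about 35% in these data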;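 also: 0% = median DMSO wells and 100% = median Neomycin B control wells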
# Target sequence (P05866 whole entry, looked up): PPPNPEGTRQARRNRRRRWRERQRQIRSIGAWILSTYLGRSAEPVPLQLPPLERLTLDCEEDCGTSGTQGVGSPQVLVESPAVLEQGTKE
#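 Material: labelled RRE RNA duplex and labelled Rev peptide / Buffer or medium: HEPES pH 7.5 salt buffer with EDTA / Compound dosing: single point, 8 µM final nominal compound concentration / Benchmarks: DMSO low control, neomycin B high control / Timing: 5 min preincubation and 15 min binding, 25 °C / Technique: FRET fluorescence readout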
# ERb coact inh: blocks coactivator binding to human estrogen receptor beta; Q92731; TR-FRET ER-beta LBD / SRC1-Cy5 peptide binding; receptor agonist-loaded with 1 µM estradiol; inhibition, % at 25.6 µM; 86,000 tested, 1.3% active; AID 633;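 active = compounds whose percent inhibition of the receptor-coactivator binding signal exceeds about 50% in the single-dose screen, limit read from the data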;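 also: 0% = receptor plus peptide wells without compound and 100% = peptide-only wells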
# Mac1 fbg inh: inhibitors of human CD11b/CD18 binding to fibrinogen; inhibition, % at 10 µM; K562 CD11b/CD18 adhesion to fibrinogen, ATPlite luminescence; Mn2+ added to activate the integrin; 93,000 tested, 0.54% active; P05107+P11215; AID 1497;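 active = primary inhibition of 50% or more at 10 µM, then 40% or more on retest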; also: some results filed as inactive read as strong as hits
# PLK1 PBD inh: blocks phosphopeptide binding to human Plk1 polo box domain. inhibition, %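 (tested at about 20 µM)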. 97,000 tested, 0.13% active. AID 693. P53350. Plk1 PBD phosphopeptide binding, fluorescence polarization; in the data active = inhibition above about 34%, passing the limit was not always enough
# ERa coact pot: enhances coactivator binding to human estrogen receptor alpha; P03372; TR-FRET ERalpha-LBD/SRC-Cy5 coactivator binding, 2 h; 100 = basal binding, no effect; coactivator binding (% of control), % at 25.6 µM; 86,000 tested, 1.3% active; AID 639; in the data active = activity above about 200%;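 also: binding measured in presence of low estradiol as agonist stimulus; 0% = peptide alone without receptor and 100% = receptor with peptide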
# PLK1 inh: inhibitors of human PLK1 kinase; P53350; 97,000 tested, 0.53% active; recombinant PLK1 kinase, TR-FRET peptide phosphorylation; inhibition, % at 10 µM; AID 619;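 active = inhibition of 50% or more in the single-concentration screen; inactive = inhibition below 50%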;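 also: 0% = DMSO max control and 100% = H-89 dihydrochloride min control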
# An asterisk follows results filed as active; . = no result given; [ ] = dose if it differs, or a comment.
no.	molecule	ERa coact inh	Mac1 fbg enh	FAK blocker	Rev-RRE block	ERb coact inh	Mac1 fbg inh	PLK1 PBD inh	ERa coact pot	PLK1 inh
1	O=C(NCc1ccccc1)/C(=N\O)c1ccccc1	-9	-3	0	2	-10	-20	25	93	-13
2	Cc1nc2n(n1)CC(O)CS2 (stereo not drawn)	3[fluorescence artefact?]	1	-5	10	-4[fluorescence artefact?]	-10	-13	96	-3
3	Cc1cccc(OCC(=O)Nc2sc3c(c2C#N)CCC3)c1	.	-4	3	8	.	-5	-14	.	-11
4	COC(=O)c1c(N)n(CCCN2CCOCC2)c2nc3ccccc3nc12	-5	.	6	9	1	.	-10	96	-5
5	Cc1nnc(SC2CC(=O)N(c3ccccc3)C2=O)s1 (stereo not drawn)	-9	.	0	2	-7	.	-13	105[fluorescence artefact?]	-9
6	Cn1c(SCC(=O)Nc2ccccc2)nc(O)cc1=O	-7	.	-2	5	-7	.	-31	98	-11
7	Cc1ccc(S(=O)(=O)N2CCC(C(=O)N[C@@H](C)C(=O)NCC3CCCO3)CC2)cc1 (stereo partly drawn)	2	-2	.	.	-3	-6	.	112[fluorescence artefact?]	.
8	Cc1ccc(OC(C)C(=O)N2CCc3ccccc32)cc1 (stereo not drawn)	-4	2	3	3	0	-1	-7	105	-7
9	Cc1cc(=O)oc2c1ccc1oc(/C(=N/O)c3ccccc3)c(C)c12	-2	.	3	16	6	.	9	98[fluorescence artefact?]	-6
10	CC(C)(C)C(=O)N=C1SC2CS(=O)(=O)CC2N1c1ccc2c(c1)OCO2 (stereo not drawn)	-7	0	-1	6	5	-36	12	101	-10
11	O=S1(=O)C=CC(N2CCOCC2)C1 (stereo not drawn)	.	-4	5	3	.	-2	-16	.	-6
12	Cc1ccc(N(C(=O)C2CCC(=O)N2)C2(C(=O)NC3CCCC3)CCCCC2)cc1 (stereo not drawn)	-4	-4	-1	-2	-4	8	-21	88	-7
13	Cc1cc(NC(=O)CSc2ccc3c(c2)OCCO3)no1	8	6	2	0	6	4	-28	106	-9
14	COc1cccc(-c2cc(C(=O)N3CCCc4ccccc43)no2)c1	.	.	0	17	.	.	-21	.	-7
15	O=C(NC1CCCCC1)N1CCCC(c2nc3ccccc3[nH]2)C1 (stereo not drawn)	-3	-4	1	5	-8	6	23	113	-1
16	CCOC(=O)c1cc2c(ccn2C)n1CC(=O)N1CCCC(C)C1 (stereo not drawn)	-8	.	-4	7	-17	.	-13	97	-8
17	CCN1CCN(C(=S)c2ccc(OCC(=O)N3CCOCC3)cc2)CC1	-9	-1	-1	11	-22	-3	-2	94	-11
18	CCOc1ccc(NC(=O)N2CCC(n3nnc4cc(C)ccc43)CC2)cc1	-6	3	-4	2	-3	-21	8	103	2
19	CCC(CC)C(=O)Nc1cccc(C(=O)Nc2ccc(OC)cc2[N+](=O)[O-])c1	.	2	1	4	.	-3	-31	.	-5
20	CCCn1c(=O)c(C(=O)Nc2c(C)n(C)n(-c3ccccc3)c2=O)c(O)c2ccccc21	-2	-4	.	.	-3[fluorescence artefact?]	-2	.	116	.
21	CC(=O)Nc1ccccc1OCc1nnc(-c2cccs2)o1	-2	2	3	10	-9	-32	6	100	-9
22	O=C(Cc1ccccc1)Nc1scc(-c2ccccc2)c1C(=O)N1CCOCC1	44	-3	-1	3	32	-6	-2	33	-8
23	Nc1nc2nc(-c3ccc(Cl)cc3)cc(C(F)(F)F)n2n1	-12	-7	2	3	-6	0	-2	98	-21
24	CCN1CCCC1CNC(=O)CS(=O)(=O)Cc1nc(-c2ccccc2C)oc1C (stereo not drawn)	1	-8	2	5	-6	21	-11	116	-9

# Quoted at random: four compounds from above
no.	molecule	ERa coact inh	Mac1 fbg enh	FAK blocker	Rev-RRE block	ERb coact inh	Mac1 fbg inh	PLK1 PBD inh	ERa coact pot	PLK1 inh
2	Cc1nc2n(n1)CC(O)CS2 (stereo not drawn)	3[fluorescence artefact?]	1	-5	10	-4[fluorescence artefact?]	-10	-13	96	-3
3	Cc1cccc(OCC(=O)Nc2sc3c(c2C#N)CCC3)c1	.	-4	3	8	.	-5	-14	.	-11
4	COC(=O)c1c(N)n(CCCN2CCOCC2)c2nc3ccccc3nc12	-5	.	6	9	1	.	-10	96	-5
12	Cc1ccc(N(C(=O)C2CCC(=O)N2)C2(C(=O)NC3CCCC3)CCCCC2)cc1 (stereo not drawn)	-4	-4	-1	-2	-4	8	-21	88	-7

# Further entries follow:
no.	molecule	ERa coact inh	Mac1 fbg enh	FAK blocker	Rev-RRE block	ERb coact inh	Mac1 fbg inh	PLK1 PBD inh	ERa coact pot	PLK1 inh
25	COc1ccc(OC)c(NC(=O)C2C3CCC(O3)C2C(=O)O)c1 (stereo not drawn)	-11	4	1	10	9[fluorescence artefact?]	8	-1	107	-6
26	O=C(CSc1c[nH]c2ccccc12)NCc1ccc2c(c1)OCO2	-7	-1	4	8	-3	-20	11	155	-1
27	COc1ccccc1C1(CC(=O)N2CCOCC2)CCOC(C(C)C)C1 (stereo not drawn)	-3	-1	-1	0	-8	9	-11	136	-6
28	CCOc1ccccc1C1C(C(N)=O)=C(C)Nc2nc(-c3ccc(OC)cc3)nn21 (stereo not drawn)	-2	.	2	5	-7	.	-29	92[fluorescence artefact?]	11
29	O=C(COC(=O)C1CC(=O)N(c2ccccc2)C1)c1ccccc1 (stereo not drawn)	-9	3	-2	2	-6	-8	-7	95	0
30	CCCn1c(SCC(=O)N2CCN(c3ccc(OC)cc3)CC2)nc2c1c(=O)n(C)c(=O)n2C	-12	-2	-1	1	-1	3	12	124	-6
31	Cn1nnnc1SCCOc1ccc(C#N)cc1	-5	-3	2	-1	-20	6	17	137	-11
32	COc1ccc(NC(=O)CCCn2c(=O)[nH]c3ccccc3c2=O)cc1	8[fluorescence artefact?]	-2	-2	-1	5[fluorescence artefact?]	-2	-9	117	-6
33	COc1ccc(-n2c(-c3cnccn3)n[nH]c2=S)cc1	-2	1	4	9	-12	9	-9	89[fluorescence artefact?]	2
34	CC1(C)CCc2nc(SCc3ccccc3)c(C#N)cc2C1	-2	.	2	20	-6	.	11	110	-9
35	CCOCCCNC(=O)C(NC(=O)c1cnccn1)c1ccc(C)cc1 (stereo not drawn)	-4	-2	1	-4	-12	0	-14	109[fluorescence artefact?]	-6
36	COc1ccc(C(=O)NCC(C)CN(C)C)cc1 (stereo not drawn)	-1[fluorescence artefact?]	-2	-1	6	-7[fluorescence artefact?]	-4	-1	93[fluorescence artefact?]	-21
37	O=C(CC1OC(=O)c2ccccc21)c1ccco1 (stereo not drawn)	7	0	3	-1	25	0	9	86	0
38	CC1CCCN(C(=S)NCCc2ccccc2)C1 (stereo not drawn)	-5	.	2	-1	-1	.	19	111[fluorescence artefact?]	-13
39	CN(C)CCC(=O)NCC1OCCc2ccccc21 (stereo not drawn)	-3	-3	-5	7	-2	-25	11	95	-5
40	Cc1cccn2c(=O)c3cc(C(=O)NCCCN4CCCC4=O)n(C)c3nc12	-29	1	4	6	-25	-26	-10	107[fluorescence artefact?]	-8
41	O=c1[nH]c2cc3c(cc2cc1CN(Cc1cccnc1)Cc1nnnn1Cc1ccco1)OCCO3	.	5	2	18	.	7	-18	.	13
42	CCOC(=O)c1ccc(N2C(=O)C(C)=C(C)C2=O)cc1	-6	-3	0	7	9	-4	13	117	-3
43	COc1ccc(N2CCN(C(CNS(=O)(=O)c3cccs3)c3cccnc3)CC2)cc1 (stereo not drawn)	16	7	3	4	11	-32	12	90	-34
44	O=C(NC1CCCCC1)n1c(=O)oc2cc(S(=O)(=O)N3CCCCC3)ccc21	-1[fluorescence artefact?]	-3	-4	3	-11[fluorescence artefact?]	2	-43	110	15
45	Cn1c(=O)c2c(ncn2CCCNC2=CC(C)(C)CC(=O)C2)n(C)c1=O	37	-1	1	2	52*	2	5	49	-12
46	COc1ccc(C)cc1NC(=S)NNC(=O)c1ccccc1Cl	-9	-2	-2	5	-13	6	-21	105	1
47	CC(=O)N(C)c1ccc(NC(=O)c2ccccc2C(=O)O)cc1	-7	-2	17	7	-1	-12	1	109	-4
48	CC1(C)CC(NC(=O)CCc2ccccc2)CC(C)(C)N1	-2	1	-1	5	-5	-15	-19	115	-6
49	CCOC(=O)C1CCCN(S(=O)(=O)c2ccc(Br)s2)C1 (stereo not drawn)	-7	3	-2	6	-10	11	-13	102	-2
50	Cc1csc(NC(=O)CCc2ccc(S(=O)(=O)N3CCOCC3)cc2)n1	-3	0	-7	-1	-10	5	32	101[fluorescence artefact?]	-8
51	CCC(C(=O)c1ccccc1)N(C(=O)c1ccccc1Cl)N1C(=O)C2C3C=CC(C3)C2C1=O (stereo not drawn)	.	.	2	12	.	.	2	.	1
52	CCN(CC)c1ccc(C=Nc2ccc(C)cc2)c(O)c1	-13	.	2	6	-3	.	0	104	-14
53	CCOC(=O)c1ccc2c(c1)nc(COc1ccc3ccccc3c1)n2CC	-3	0	1	8	-4	-10	-21	92	2
54	CCOc1ccc(-n2c(SCC(=O)Nc3cc(C)on3)nnc2-c2c[nH]c3ccccc23)cc1	-2	-7	0	-3	1	7	-13	105	-10
55	CC(SCC(=O)Nc1ccc(S(=O)(=O)N2CCCCC2)cc1)C(=O)O (stereo not drawn)	10	-6	0	2	10	5	5	80	-6
56	C=C(C)CSc1nc(C)c(Cc2ccccc2)c(=O)[nH]1	-15	5	-2	9	-4	-46	-5	110	-17
57	CCN1C(=O)/C(=c2/s/c(=C3\SC(C)=C(C)N3CC)c(=O)n2CC)N(c2ccccc2)C1=S	-29[fluorescence artefact?]	.	0	15	-11[fluorescence artefact?]	.	0	94[fluorescence artefact?]	-12
58	Cn1c(=O)[nH]c(=O)c2[nH]c(N(Cc3ccccc3)Cc3ccccc3)nc21	19	21	13	13	0[fluorescence artefact?]	-7	-20	99	3
59	CCC(=O)Nc1ccccc1Nc1cc(C#N)c(C#N)cc1[N+](=O)[O-]	6[fluorescence artefact?]	-3	.	.	5	-6	.	112	.
60	O=C1c2ccccc2C(=O)c2c1ccc1c(=O)n(C3CCCCC3)[nH]c21	-1[fluorescence artefact?]	.	10	2	-11[fluorescence artefact?]	.	-5	93[fluorescence artefact?]	-1
61	COCCNS(=O)(=O)c1cc(F)ccc1OC	4[fluorescence artefact?]	1	-6	9	-5[fluorescence artefact?]	-24	20	99	-5
62	COCC(C)n1c(C)cc(C(=O)COC(=O)c2ccc(N3CCCC3=O)cc2)c1C (stereo not drawn)	-2	4	6	1	1	-13	-21	121[fluorescence artefact?]	-14
63	COC(=O)c1c(C(=O)OC)c2oc3ccccc3n2c1Cl	3	8	-1	7	10	-4	4	102	-29
64	CCCC1=C(C(=O)OCC)C(c2cccs2)C(C#N)=C(N)O1 (stereo not drawn)	-4	-2	3	21	1	-60	-14	77[fluorescence artefact?]	-7
65	Cc1[nH][nH]c(=O)c1C(c1ccc(-c2ccc(Cl)c(Cl)c2)o1)c1c(C)[nH][nH]c1=O	16	-2	3	3	2	-12	-32	43	-8
66	COC(=O)CSc1nc(NC(C)=O)nc(C)c1Br	3[fluorescence artefact?]	-2	-1	10	9[fluorescence artefact?]	-3	10	116[fluorescence artefact?]	-8
67	CCN(CC)S(=O)(=O)c1ccc(N2CCN(S(=O)(=O)c3ccccc3C#N)CC2)nc1	-5	-3	0	3	5	2	-34	101	-25
68	O=C(CCN1CCN(c2ccc(Cl)cc2)CC1)Nc1ccccc1F	5	6	2	11	2	-12	30	101	-6
69	COc1cccc(C(=O)c2c[nH]c(C(=O)NCc3cccs3)c2)c1	.	-4	3	2	.	-8	9	.	-12
70	COc1ccc(NC(=O)CN(c2cc(C)cc(C)c2)S(=O)(=O)c2c(C)n[nH]c2C)cc1	-3	1	-1	2	3	0	-4	100	7
